# 12-LOX inh: ALOX12 (human) lipoxygenase inhibition; hit rate 1.1% among 580,000; purified 12hLO, xylenol orange hydroperoxide absorbance; Potency, µM (series often up to 108 µM), for inactives: at the highest dose activity change, negative = inhibition, most hits filed as inhibitors; also: potency is read from the fitted curve at half-maximal effect; % is scaled to controls: 0 for no effect and ±100 for the full control effect
#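 Hydroperoxide product was detected by ferrous iron/xylenol orange as the 573 to 405 nm absorbance ratio. Arachidonic acid at 40 uM (final) was turned over for 30 min at room temperature by 150 nM human 12hLO, pH 7.0 Hepes buffer, after 15 min compound preincubation.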
# ERG-DNA inh: inhibitors of human ERG Ets domain-DNA interaction; P11308; fluorescence polarization, His-ERG Ets domain / labelled DNA; Potency, µM (highest dose often 76.9 µM), without a hit: at the highest dose FP activity, negative = inhibition, hits mostly inhibitors; hit rate 0.028% among 370,000; active = well fitted inhibition curve with a large enough effect in the polarisation, with a control signal flat; inconclusive = small, poorly fitted or top-dose-only effect, or effect the other way, or a change in a side signal; inactive = no such curve, though single readings can be large or run the other way; the % refers to the polarisation;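 also: polarization taken with two DNA probes labelled with fluorescein and Texas red; potency is read from the fitted curve at half-maximal effect; % of control where 0% means no effect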
#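 His-tagged ERG Ets domain (1 uM in the protein solution; 300mM KCl, 50mM Tris-HCl, 1mM EDTA, 1mM DTT, pH 7.5) received compound, then a probe mix of 5 nM fluorescein-DNA and 100nM Texas-615-DNA. Fluorescence polarization was read for both dyes.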
# RGS4 inh: inhibitors of human regulator of G protein signaling 4; P49798; Transcreener GDP fluorescence polarization, RGS4-accelerated GTP hydrolysis; Potency, µM (series often up to 114 µM), without a hit: at the top dose activity change, negative = inhibition, hits mostly inhibitors; hit rate 0.039% among 390,000; also: potency is read from the fitted curve at half-maximal effect; % is scaled to controls: 0 for no effect and ±100 for the full control effect; nearly all actives have a fitted effect of over 75% in size; some results filed as inactive show a strong effect at the top dose
# Target sequence (P49798 whole entry, looked up): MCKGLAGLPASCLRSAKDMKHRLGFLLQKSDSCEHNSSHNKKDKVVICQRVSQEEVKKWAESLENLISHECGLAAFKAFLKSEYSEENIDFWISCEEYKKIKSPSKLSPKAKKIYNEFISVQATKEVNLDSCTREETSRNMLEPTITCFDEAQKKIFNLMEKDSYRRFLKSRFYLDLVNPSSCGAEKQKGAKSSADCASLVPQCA
#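 MLSMR compounds (23 nl, pin-transferred) preincubated 10 min at room temperature with a 500nM (2x) first reagent, then RGS4 at 900nM (2x) plus Transcreener GDP mix added; fluorescence polarization (620/688 nm) read before and after 90 min at 30 °C.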
# BAZ2B inh: BAZ2B (human) inhibition | AID 504333 | hit rate 4.4% among 360,000 | Potency, µM (titrated, usually from 114 µM), without a hit: at the highest dose activity change, negative = inhibition, usual class: inhibitors | Q9UIF8 | AlphaScreen BAZ2B-H3K14Ac peptide displacement; also: potency is read from the fitted curve at half-maximal effect; % is scaled to controls: 0 for no effect and ±100 for the full control effect; nearly all actives have a fitted effect of over 60% in size
#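 BAZ2B (50 nM) with biotin-H3(5-23)K14Ac peptide (50 nM) in PBS pH 7.4, 0.01% Tween-20, preformed 30 min, then compound 30 min at room temperature; top concentration 110uM. AlphaScreen streptavidin donor/nickel chelate acceptor beads (10 ug/mL final), 20 min dark, signal read.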
# JMJD2A Tudor: blocks the human JMJD2A Tudor domain; AlphaScreen JMJD2A-Tudor / H3K4me3 peptide binding; AID 504339; hit rate 4.4% among 390,000; Potency, µM (series often up to 114 µM), inactives show at the highest dose activity change, negative = inhibition, usual class: inhibitors; O75164; also: potency is read from the fitted curve at half-maximal effect; % is scaled to controls: 0 for no effect and ±100 for the full control effect; nearly all actives have a fitted effect of over 50% in size
# G9a block: blocks human histone lysine methyltransferase G9a; Q96KQ7; G9a H3K9 monomethylation, AlphaScreen, 2 h; Potency, µM (titrated, usually from 102 µM), without a hit: top-dose activity, negative = inhibition, most hits filed as inhibitors; hit rate 8.8% among 350,000; also: potency is read from the fitted curve at half-maximal effect; % is scaled to controls: 0 for no effect and ±100 for the full control effect; nearly all actives have a fitted effect of over 75% in size
# Target sequence (Q96KQ7 913-1193 limits assumed): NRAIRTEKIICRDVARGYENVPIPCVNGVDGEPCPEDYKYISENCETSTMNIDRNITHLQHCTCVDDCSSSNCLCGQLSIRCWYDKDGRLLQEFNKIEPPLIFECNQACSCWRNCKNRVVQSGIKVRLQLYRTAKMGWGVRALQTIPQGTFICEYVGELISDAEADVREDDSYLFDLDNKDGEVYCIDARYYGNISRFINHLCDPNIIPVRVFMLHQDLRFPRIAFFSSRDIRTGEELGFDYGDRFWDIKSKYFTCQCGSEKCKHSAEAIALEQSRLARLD
#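 G9a (20 nM) preincubated 15 min RT with compounds, then 500 nM biotinylated H3K9 peptide and 20 uM SAM added; 2 h RT reaction. Monomethyl-H3K9 product detected by AlphaScreen with anti-H3K9me1 antibody, streptavidin donor and anti-rabbit IgG acceptor beads.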
# HP1b binding inh: blocks HP1-beta chromodomain binding to methylated histone tails; Potency, µM (top dose mostly 114 µM), for the others: at the highest dose activity change, negative = inhibition, most hits filed as inhibitors; hit rate 0.56% among 390,000; AlphaScreen HP1-beta / biotin-H3K9me3 peptide binding; also: potency is read from the fitted curve at half-maximal effect; nearly all actives have a fitted effect of over 70% in size; inactives centre near 23
#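 AlphaScreen: HP1-beta (50 nM) preformed 30 min with biotin-H3(1-18)K9me3 peptide (50 nM) in PBS pH 7.4, 0.01% Tween-20. Compound added for 30 min at RT, then streptavidin donor/nickel chelate acceptor beads (10 ug/mL) for 30 min.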
# PI4K2A inh: blocks human PI4K2A kinase activity. purified PI4K2A, ADP-Glo luminescence, 1 h; active compounds read low. activity change, negative = inhibition, % at 76.9 µM. hit rate 0.13% among 420,000. AID 1346378; in the data active = activity change below about -50%; inconclusive = mostly about -30% to -49%;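 also: -100% = wells without enzyme as full effect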
# Target sequence (Q9BTU6 whole entry, looked up): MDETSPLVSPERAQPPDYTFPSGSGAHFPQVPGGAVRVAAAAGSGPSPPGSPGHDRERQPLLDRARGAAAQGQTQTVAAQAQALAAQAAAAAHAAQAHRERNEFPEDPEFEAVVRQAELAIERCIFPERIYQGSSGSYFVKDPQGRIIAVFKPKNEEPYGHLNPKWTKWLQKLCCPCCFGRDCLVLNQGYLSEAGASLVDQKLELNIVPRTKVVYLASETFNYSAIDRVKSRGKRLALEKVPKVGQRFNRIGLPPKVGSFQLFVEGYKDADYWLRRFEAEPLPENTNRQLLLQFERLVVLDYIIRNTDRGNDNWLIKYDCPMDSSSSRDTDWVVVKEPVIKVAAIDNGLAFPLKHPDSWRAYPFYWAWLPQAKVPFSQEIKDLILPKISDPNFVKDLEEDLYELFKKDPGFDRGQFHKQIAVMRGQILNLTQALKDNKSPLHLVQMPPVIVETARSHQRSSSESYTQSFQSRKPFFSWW
#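 PI4K2A activity was measured by ADP-Glo luminescence: enzyme (4 ug/mL stock) and phosphatidylinositol (1.2 mM stock) in Tris pH 7.5/MgCl2/EGTA/Triton X-100 buffer were reacted with ATP (300 microM stock) for one hour at ambient temperature.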
# GLS inh: inhibitors of human glutaminase (GLS); O94925; GLS enzymatic activity, qHTS titration; Potency, µM (doses to about 45.5 µM), without a hit: at the top dose activity change, negative = inhibition, most hits filed as inhibitors; hit rate 0.21% among 410,000; AID 624170; also: potency is read from the fitted curve at half-maximal effect; % is scaled to controls: 0 for no effect and ±100 for the full control effect
#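 hKGA in 45 mM KH2PO4 pH 8.2, 0.02% Tween-20 with pin-transferred compounds; 1 mM L-glutamine (stock) plus glutamate oxidase/HRP/Amplex Red coupling added. Fluorescence read initially and after 30 min at RT.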
# The depositor's hits bear a star; u = inconclusive; x = no result given; [ ] = another dose, or the depositor's remark. Unless noted, calls follow the shape of the dose curve; as a rule, active = well fitted curve in the direction sought with a large enough effect; inconclusive = small, poorly fitted or top-dose-only effect, or another doubt; inactive = no such curve, though single readings can be large; an effect the other way counts as inactive or inconclusive. Some of the compounds tested (hit frequency here may not be typical).
12-LOX inh,GLS inh,JMJD2A Tudor,ERG-DNA inh,BAZ2B inh,PI4K2A inh,HP1b binding inh,canonical_smiles,RGS4 inh,G9a block
-5.2%,-3.9%,-7.7%,4.1%,-16.7%,3.6,41.2%[activator],COCCNC(=O)c1ccc(-n2c(SCc3ccncc3)nc3ccccc3c2=O)cc1,0.3%,1.9%
-8.3%,1.3%,7.7%,-8.6%,3.2%,1.1,8.5%,O=C(CCc1ccccc1)NCCSc1ccccc1,11.4%,1.6%
-3.9%,-2.1%,-28.0%,-1.0%,u,-0.2,10.6%,COc1cc(/C=N/Nc2nc(Nc3ccccc3)nc(N3CCCCC3)n2)ccc1OCC(=O)O,1.1%,-38.4%
-9.5%,-8.8%,1.5%,4.4%,x,2.9,25.9%[57 µM],CCOc1ccc(S(=O)(=O)NCc2cccnc2)cc1NC(=O)c1ccccc1,-27.2%,x
31.6µM*,-8.0%,-6.4%,12.5%,5.7%,-4.0,60.4%[activator],CCOC(=O)CSc1ccc2nnc(-c3cccnc3)n2n1,-27.9%,17.8µM*
-9.7%,0.3%,-7.5%,-3.6%,x,-0.9,42.6%[activator],O=C1[C@H](Oc2ccccc2)[C@@H](c2ccccc2)N1c1ccncc1,-17.3%,x
11.8%,u,-17.2%,2.2%,-6.0%,2.3,36.9%,CCCN(CC(=O)Nc1ccc(Cl)cc1Cl)Cc1cc(=O)n2ccsc2n1,4.6%,6.9%
-9.6%,-0.5%,-24.7%,3.0%,-13.7%,1.8,25.3%,O=C(Nc1ccc(Cl)c(-c2nc3ccccc3[nH]2)c1)c1ccc2c(c1)OCO2,-16.2%,u
u,-1.5%,-2.4%,1.9%,-4.6%,2.4,54.7%[activator],Cc1cc(Cl)ccc1NC(=S)Nc1ccccn1,-8.0%[11.4 µM],-24.1%
5.7%,0.6%,2.1%,1.4%,13.1%,6.5,23.5%,CCOC(=O)c1ccc(CN(Cc2ccccc2C)S(=O)(=O)c2ccc(C(C)(C)C)cc2)cc1,-11.3%,17.6%[59 µM]
-15.0%,13.5%,-25.7%,x,x,-6.7,16.7%,CN(C)c1ccc(C=NNc2ccccn2)c(Cl)c1,-16.5%,x
0.0%,16.0%,u,-5.1%,-34.0%,-3.8,-10.3%,Cc1sc(NC(=O)c2ccco2)c(CN2CCC(C)CC2)c1C,u,-29.3%[59 µM]
6.1%,0.2%,4.0%,-12.4%,-0.4%,1.0,47.0%[activator],CC(C)c1ccc(S(=O)(=O)N2CCN(CC(O)CN3CCOCC3)CC2)cc1 (stereo not drawn),4.0%,5.4%[59 µM]
0.0%,-10.0%,-15.3%[57.1 µM],-11.0%,4.9%,-2.5,26.1%,O=C(/C=C/c1cccc([N+](=O)[O-])c1)NCC1CCCO1 (stereo not drawn),-14.8%[56.9 µM],u
-12.9%,7.6%,-1.0%,2.7%,-15.4%,0.5,24.1%,CCCN1C(=O)C2(c3ccccc31)c1c(oc3ccc(C)cc3c1=O)C(=O)N2CCOC (stereo not drawn),-17.2%,-3.4%[59 µM]
0.0%,-6.0%,-13.4%,-3.5%,-34.9%,4.6,37.6%,CC(C)CC(NC(=O)C1CCCN1C(=O)[C@@H](C)NC(=O)OCc1ccccc1)C(=O)NCC(N)=O (stereo partly drawn),13.2%,-49.1%
x,8.7%,7.0%,x,0.6%,0.7,28.4%,CC(C)(C)C(=O)Nc1ccc(C(=O)OC2CCCCC2)cc1,-10.3%,1.3%[59 µM]
1.6%,11.2%,-21.9%,3.7%,-13.1%,2.9,5.4%,CC1CCN(S(=O)(=O)c2ccc3c(c2)c(=O)c(C(=O)NCc2ccco2)cn3C)CC1,-32.3%,79.4µM*
-12.5%,11.9%,-21.5%,-9.9%,x,7.7,2.7%,COCCNc1oc(-c2ccccc2Cl)nc1S(=O)(=O)c1ccc(C)cc1,-20.4%,x
25.4%,11.0%,-7.6%,2.7%,9.8%,2.9,10.9%,FC(F)(F)c1cccc(NC(=S)N2CCN(c3ccccc3)CC2)c1,-11.3%,-5.3%[59 µM]
23.7%,-2.3%,-10.6%,0.9%,9.0%,-3.6,14.5%,CCCCN(C)C(=O)C1CCCN(S(=O)(=O)c2ccc3c(c2)oc(=O)n3C)C1 (stereo not drawn),7.8%,x
4.1%,-0.4%,-13.6%,-4.5%,-1.7%,-0.4,18.9%,Cc1nc(SCC(=O)NC2(C#N)CCCC2)n(CC(C)C)c1C,-22.4%,39.8µM*
-5.1%,-0.5%,5.5%,1.4%,1.7%,5.4,42.4%[activator],O=C(CSC1=NCCS1)Nc1nc2ccccc2s1,-41.4%,-4.1%[59 µM]
123.5%,10.4%,-25.7%,-5.4%,x,-3.7,13.7%,CCSCCOC(=O)C1=C(C)N(C)C(=O)NC1c1cc(OC)ccc1OC (stereo not drawn),-2.0%,7.4%[59 µM]
-26.9%,-4.9%,-4.5%,2.1%,-24.6%,-4.7,14.0%,Cc1ccc(-c2nc3ccccc3[nH]2)cc1NC(=O)COc1ccccc1[N+](=O)[O-],-37.9%,2.4%[59 µM]
7.3%,0.2%,-16.8%,-17.3%,-1.2%,-3.0,2.2%,CCOc1ccc(CCNC(=O)C2CCN(S(=O)(=O)N3CCC(C)CC3)CC2)cc1OCC,4.4%,2.0%
0.0%,1.8%,-15.6%,-1.1%,0.7%,-5.3,5.0%,CN(C)C=NCCn1c(N2CCOCC2)nc2c1c(=O)n(C)c(=O)n2C,-1.5%,2.9%[12.7 µM]
u,-10.3%,7.6%,2.6%,39.8%[activator],-1.9,70.3%[activator],O=S(=O)(NCc1csc(-c2ccccc2)n1)c1ccc(Cl)s1,4.5%,u
17.8%,-4.3%,-5.7%,3.5%,6.5%,-4.2,109.7%[activator],NS(=O)(=O)CCCc1ccccc1,-12.4%,-5.2%
12.9%,14.4%,-25.8%,x,-1.8%,-1.6,1.5%,COc1ccc(CNC(=O)C(c2ccncc2)N(C(=O)Cc2cccs2)c2ccccc2C)cc1 (stereo not drawn),-15.0%,34.1%[activator][59 µM]
0.2%,-7.9%,-5.0%,-6.9%,3.4%,8.3,29.8%,C/C=C\C(=O)Nc1cccc(C2=NOC3(C2)C[C@@H](C(N)=O)N(C(=O)C2(C)CC2)C3)c1 (stereo partly drawn),-7.2%,-1.2%[12.7 µM]
17.7%,11.3%,-16.8%,21.8%,3.4%,-1.7,19.0%,COc1cccc(-c2sc3ccc(OC)cc3c2-c2ccc(C(N)=O)cc2)c1,-12.2%,0.1%[0.501 µM]
12.2%,7.8%,-8.3%,-1.8%,-11.6%,-3.2,27.7%,Cc1cccc(Nc2c(-c3ccc(O)cc3)nc3ncccn23)c1,4.8%[56.9 µM],u
-0.5%,-14.9%,-8.1%,-27.3%,4.9%,0.5,5.8%,CC(C)=CCN1CCN(Cc2cn[nH]c2C2CCCCC2)CC1CCO (stereo not drawn),-6.7%,3.7%
-20.0%,8.2%,-8.9%,0.1%,1.9%,-0.5,43.7%[activator],CCOC(=O)c1ccc(N2CCN(c3cc(C)ccc3C)CC2)c(NC(=O)Nc2ccc(CC)cc2)c1,-5.0%,4.9%[59 µM]
-17.8%,7.0%,-2.1%,2.8%,4.7%,-0.6,6.7%,O=C(Nc1ccc(S(=O)(=O)N2CCCC2)cc1)C1CC(=O)N(c2ccc(F)cc2)C1 (stereo not drawn),-4.0%,2.1%
6.5%,-1.2%,-5.1%[11.4 µM],16.2%,-1.5%,-5.1,50.5%[activator],COc1ccc(/C=C/C(=O)NCC(c2ccc(F)cc2)N2CCOCC2)cc1OC (stereo not drawn),-12.1%[11.4 µM],79.4µM*
-2.2%,-0.9%,-19.2%,2.1%,-2.2%,3.1,4.3%,CC(C)C12CN3CC(C(C)C)(CN(C1)C3c1ccc(OCc3ccccc3)cc1)C2=O (stereo not drawn),-7.8%,0.2%[59 µM]
28.4%,-9.1%,-5.3%,32.9%[activator],1.6%,2.7,19.8%,O=C(Nc1ccc(F)c(S(=O)(=O)N2CCOCC2)c1)C1CCCCC1,-23.8%,0.0%[12.7 µM]
-17.7%,1.2%,31.6µM*,10.1%,31.6µM*,-3.7,-11.5%,Nc1n[nH]c(N)c1N=Nc1ccc(Cl)cc1Cl,7.2%,u
5.7%,-16.5%,-9.4%,-6.2%,-3.3%,-2.9,49.4%[activator],Cc1ccccc1Nc1nnc(C)c(=O)[nH]1,-28.5%,14.9%[12.7 µM]
9.9%,-17.6%,-10.3%,20.3%,-1.4%,-6.6,3.6%,O=C(N/N=C/c1ccco1)C(O)C(O)C(=O)N/N=C/c1ccco1 (stereo not drawn),11.1%,-4.4%
0.0%,-1.3%,-11.4%,-1.0%,3.4%,0.7,32.5%,Cc1nc2ccccc2c(=O)n1NC(=O)c1ccc(Cl)c(Cl)c1,-28.7%,-1.3%
-18.9%,3.4%,44.7µM*,-10.6%,50.1µM*,-2.1,-5.4%,CC1C=CC(C)C(C(=O)O)C1C(=O)O (stereo not drawn),35.0%,u
u,2.7%,-14.6%,3.9%,x,2.9,24.6%,COc1ccc(CNC(=O)COC(=O)c2cc(S(=O)(=O)N3CCOCC3)ccc2O)cc1OC,15.3%,x

# High-throughput results from PubChem.
